OPRM1-OPRD1 inv: inverse agonists of MOR-DOR heterodimerization, primary screen, cell-based, luminescence | actives 0.21% (n = 340,000) | cell-based MOR-DOR heterodimer luminescence, inverse agonism | Mu-type opioid receptor (Homo sapiens) + Delta-type opioid receptor (Homo sapiens), … | inhibition, % at 9.3 µM; in the data active means inhibition above about 22%, passing the limit was not always enough;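 further: 0% = cells with DMSO and 100% = wells without cells with DMSO; values of inactives mirror those of a sister screen read the other way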
Target sequence (P35372 whole entry, looked up): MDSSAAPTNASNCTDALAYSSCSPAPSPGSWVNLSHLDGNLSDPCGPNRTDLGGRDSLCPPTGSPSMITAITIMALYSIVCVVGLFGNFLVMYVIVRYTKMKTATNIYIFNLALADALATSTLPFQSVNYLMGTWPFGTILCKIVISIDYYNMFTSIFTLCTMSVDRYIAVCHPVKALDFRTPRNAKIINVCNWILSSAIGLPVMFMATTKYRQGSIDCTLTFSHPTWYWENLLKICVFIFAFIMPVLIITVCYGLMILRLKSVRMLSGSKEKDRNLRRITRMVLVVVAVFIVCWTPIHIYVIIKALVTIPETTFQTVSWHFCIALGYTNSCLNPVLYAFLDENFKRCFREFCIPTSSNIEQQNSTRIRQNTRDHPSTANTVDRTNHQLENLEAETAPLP
Target sequence (P41143 whole entry, looked up): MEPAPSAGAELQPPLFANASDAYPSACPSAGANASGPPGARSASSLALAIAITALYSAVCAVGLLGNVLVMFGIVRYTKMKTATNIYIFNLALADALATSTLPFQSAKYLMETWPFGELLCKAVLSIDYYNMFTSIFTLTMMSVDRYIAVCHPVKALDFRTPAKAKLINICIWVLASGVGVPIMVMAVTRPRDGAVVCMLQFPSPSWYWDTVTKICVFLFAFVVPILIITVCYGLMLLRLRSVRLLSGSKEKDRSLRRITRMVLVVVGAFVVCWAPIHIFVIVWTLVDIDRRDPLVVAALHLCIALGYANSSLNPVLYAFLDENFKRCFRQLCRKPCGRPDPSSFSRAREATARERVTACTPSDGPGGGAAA
E coli growth: E. coli V3065 growth inhibition, primary screen, counter-screen for AddAB inhibitor project, absorbance, OD600. AID 449728, 2010. actives 0.27% (n = 330,000). 18 h. inhibition, % at 11.9 µM;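 active means inhibition above the campaign's mean inhibition across all tested compounds plus 3 SD, cut at about 9.9% in these data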;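 further: uninfected addAB+ strain grown without phage in ampicillin broth; 0% = DMSO wells and 100% = ciprofloxacin 0.95 µg/ml wells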
Pemphigus Ab inh: inhibitors of pemphigus antibody binding to DSG3, primary screen, biochemical, bead-based, flow cytometry, scFv-GFP; actives 0.48% (n = 310,000); binding (percent of control), % at 10 µM; Desmoglein-3 (Homo sapiens), P32926; AID 588358, 2011; DSG3-coupled beads, scFv-anti-DSG3-GFP binding; active compounds read low;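 active means binding more than 3 SD below its plate's average and above zero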;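 further: hits lower antibody fragment binding to DSG3; some compounds called inactive have numbers as strong as hits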
PKA-R1A activ: activators of PKA-R1A holoenzyme, primary screen, biochemical, fluorescence polarization, Cy5-IP20, bovine R1A, mouse PKAc. cAMP-dependent protein kinase type I-alpha regulatory subunit (Bos taurus) + …. PKA-R1A dissociation; scaled: DMSO 0%, 113 µM cGMP 100%. activation, % at 11.4 µM. actives 0.083% (n = 340,000);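 active means percent activation above the mean of all tested compounds plus 3 SD, cut at about 19% in these data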;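 further: higher means more PKAc released from R1A so a rise in polarization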
PfHsp90 set2: growth inhibition of PfHsp90-expressing yeast, primary screen, antimalarial PfHsp90 inhibitor project, S. cerevisiae, BacTiter-Glo luminescence, single point, set 2; actives 0.32% (n = 310,000); BacTiter-Glo ATP, 48 h; yeast lacking PDR1 and PDR3 efflux regulators; inhibition, % at 9.4 µM;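 active means every replicate shows inhibition above about 80%, whatever the replicate mean, limit read from the data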;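 further: 0% = DMSO neutral controls and 100% = 20 µM radicicol positive controls; yeast relying on Plasmodium falciparum Hsp90 in place of its own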
OPRM1-OPRD1 ag: agonists of OPRM1-OPRD1 heterodimerization, primary screen, cell-based, luminescence; actives 0.3% (n = 340,000); Mu-type opioid receptor (Homo sapiens) + Delta-type opioid receptor (Homo sapiens), …; activation, % at 9.3 µM; AID 504326, 2011; cells; in the data active means activation above about 18%;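 further: 0% = vehicle-treated cells and 100% = reference agonist; values of inactives mirror those of a sister screen read the other way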
Mot1-301 SUMO: yeast Mot1-301 growth rescue at high temperature, primary screen, SUMOylation pathway inhibitor project, S. cerevisiae, ATP luminescence, 38.5C | S. cerevisiae Mot1-301 growth rescue; percent above DMSO median, 100 means doubled | growth rescue, % at 18.8 µM | actives 1% (n = 320,000);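 active means every valid replicate shows activation above 250% relative to neutral control wells; inactive means the rest, any valid replicate at or below 250%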;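 further: OY570 slx delta 5 strain wells were the positive control but not used for scaling; some compounds called inactive have numbers as strong as hits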
AddAB inh: growth inhibition of E. coli expressing H. pylori AddAB, primary screen, AddAB inhibitor project, absorbance; inhibition, % at 11.9 µM; actives 0.29% (n = 330,000); AID 435030, 2010; in the data active means inhibition above about 12%;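 further: 0% = vehicle wells of infected cells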
phage Ecoli inh: growth loss of phage-infected E. coli, primary screen, RecBCD inhibitor project, absorbance, with phage, HTS. inhibition, % at 11.9 µM. actives 0.26% (n = 360,000); in the data active means inhibition above about 11%
Tat export inh: E. coli Tat export inhibitors, primary screen, MC4100, TorA-mCherry reporter, fluorescence, single point. inhibition, % at 10 µM. actives 0.036% (n = 340,000);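 active means mean replicate inhibition at least 50% and at least half of replicates individually reaching 50%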;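 further: exported cargo escapes ClpAP degradation while cytoplasmic cargo is degraded and loses fluorescence; 0% = median of neutral control wells and 100% = median of NaSCN control wells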
Arrestin-AP2 inh: inhibitors of beta-arrestin/AP2 binding, primary screen, biochemical, GPCR trafficking, flow cytometry | actives 0.31% (n = 340,000) | inhibition, % at 10 µM | beta-arrestin 1 C-terminal peptide binding to AP2 beta2-adaptin appendage (human) | FITC-arrestin peptide / GST-AP2 beads; AP2 beta2 appendage carries R879A mutation;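 active means inhibition above a set limit, near 3 SD of compounds lacking own fluorescence, cut at about 54% in these data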;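 further: plate controls were DMSO wells for no effect and 5 µM unlabelled arrestin peptide for full effect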
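Measured by: flow cytometry, FL1 (488/535 nm); Material: AP2 appendage R879A on GSH beads; Evaluation: percent response; Timing: pre-incubation 12 min, peptide binding 1 h, room temperature; Also added: 50 nM FITC-arrestin peptide; Medium: PBS with 0.05% Tween 20 and 0.1% BSA.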
* marks the source's active call; other numbers are inactive results; . = not tested or not shown.

SMILES | OPRM1-OPRD1 inv | E coli growth | Pemphigus Ab inh | PKA-R1A activ | PfHsp90 set2 | OPRM1-OPRD1 ag | Mot1-301 SUMO | AddAB inh | phage Ecoli inh | Tat export inh | Arrestin-AP2 inh
COC(=O)c1c(C)c2c(C)cc3ccccn3c-2c1C(=O)OC | 7.5 | 0.3 | 105.9 | -6.4 | -21.8 | -1.4 | -18.6 | 0.5 | 1.4 | -4.9 | 31.6
CCOc1cccc2cc(-c3cn4cc(C)ccc4n3)c(=O)oc12 | 7.0 | -0.1 | . | -15.1 | -9.8 | -1.3 | 7.3 | 5.6 | 4.2 | 3.4 | 3.5
CN(CC(=O)Nc1c(Cl)cccc1Cl)C(=O)c1sccc1-c1ccccc1 | 7.2 | 0.8 | 105.8 | -8.2 | -45.4 | -1.1 | -1.1 | 1.0 | 1.0 | -0.7 | -20.0
O=C1c2cccnc2C(=O)N1Cc1ccco1 | -4.7 | 0.3 | 99.0 | -1.4 | -23.8 | 0.8 | 38.8 | 2.4 | 2.6 | -12.9 | 8.4
C=CCc1ccc(OCCCNC2CCCC2)c(OC)c1 | 6.2 | -0.6 | 108.2 | 3.2 | -0.7 | -1.2 | -9.5 | 1.4 | 1.9 | 10.3 | -13.2
O=C(COC(=O)Cc1cccs1)Nc1cc(S(=O)(=O)N2CCOCC2)ccc1Cl | 6.9 | 0.2 | 97.3 | -4.1 | -9.0 | -1.4 | 12.0 | 1.5 | 1.0 | -4.0 | -3.2
Cc1ccc2c(cnn2C(=O)CCC(=O)NCc2cccc(Cl)c2)c1 | 7.7 | 1.0 | 76.8 | -6.8 | 29.4 | -1.4 | -0.5 | 0.0 | 3.1 | -5.0 | 2.9
Cc1ccc(S(=O)(=O)NC(CC(C)C)C(=O)N2CCC(C)CC2)cc1 (centres undefined) | -3.7 | 0.1 | 94.6 | 6.5 | 18.1 | 0.7 | . | 1.4 | 3.0 | 6.1 | 6.9
CCOC(=O)N1CCN(C(=O)c2ccc(NS(=O)(=O)c3ccc(C)cc3)cc2)CC1 | 2.9 | 0.0 | . | -13.0 | -3.5 | -0.6 | -24.5 | -0.8 | 0.4 | 1.9 | -9.0
Nc1cc(-c2ccc(Br)cc2)nn1S(=O)(=O)c1cccc2nsnc12 | -13.2 | 1.6 | 102.8 | -7.2 | 7.3 | 2.2 | -2.1 | 1.4 | 1.4 | 2.0 | -4.5
Cc1ccccc1C(=O)NC(C)C(c1cccs1)N1CCOCC1 (centres undefined) | 10.8 | 0.0 | 98.3 | 1.8 | -13.5 | -2.0 | 3.9 | -5.3 | 0.9 | -2.6 | -8.9
COc1cccc(CNC23CC4CC(CC(C4)C2)C3)c1OCc1ccccc1 | -4.2 | 0.1 | 101.1 | -8.3 | 4.8 | 0.8 | -32.9 | -0.8 | 6.0 | 4.1 | 0.6
CC(=O)C1=C(O)C(=O)N(c2ccc(O)cc2)C1c1ccc(F)cc1 (centres undefined) | 9.6 | -1.8 | 98.0 | -14.2 | 3.5 | -2.0 | -10.8 | -0.6 | -0.6 | -8.6 | -0.4
CC(=O)N1c2ccc(S(=O)(=O)N3CCC(C(=O)Nc4cccc(C(F)(F)F)c4)CC3)cc2CC1C (centres undefined) | -5.5 | 0.2 | . | -14.8 | 14.6 | 1.1 | 20.4 | 2.2 | 0.2 | -3.3 | -3.1
COCC(=O)N(CCc1ccc(OC)c(OC)c1)Cc1nc2ccccc2c(=O)[nH]1 | 3.4 | 2.5 | 96.4 | -6.9 | 0.9 | -0.6 | 39.0 | 0.8 | 1.3 | -1.7 | 15.6
Cc1ccc(Cn2c(=O)cc(C(=O)O)c3ccccc32)cc1 | 7.8 | -0.6 | 91.5 | 12.4 | . | -1.5 | 1.4 | -1.1 | . | -7.3 | 5.7
CCOC(=O)c1ccc(NC(=O)CSc2nnc(Cc3cccs3)n2C)cc1 | 1.0 | -2.9 | 101.0 | 3.7 | 24.9 | -0.2 | -0.4 | -1.0 | 0.7 | -6.0 | 3.0
CCCOc1ccc(CN(CCO)CCO)cc1[N+](=O)[O-] | 9.1 | 1.4 | 103.4 | -6.1 | 18.4 | -1.3 | -22.8 | 0.1 | 6.0 | 0.4 | 0.2
CCOc1ccc(N(CC(=O)NC2CCCCC2)C(=O)CCC(=O)Nc2nc(C)cs2)cc1 | 10.4 | 0.9 | . | 0.9 | -32.2 | -1.6 | 4.5 | 1.2 | 0.4 | 6.3 | -2.0
CC(C)c1ccc(NC(=O)C(c2ccc3c(c2)OCO3)N2CCC3(CC2)OCCO3)cc1 (centres undefined) | 18.2 | -1.3 | 97.6 | -4.5 | -5.1 | -3.0 | 5.9 | -1.4 | 2.4 | 10.4 | 4.2
CCOC(=O)c1sc(-c2cccc([N+](=O)[O-])c2)cc1N | -25.6 | -1.5 | 97.3 | -3.4 | 13.5 | 4.4 | -6.2 | 1.2 | 5.0 | 6.5 | 31.4
Cc1ccccc1-n1nnnc1SCCCC(=O)c1ccc(F)cc1 | 21.1 | -1.3 | 98.8 | 2.5 | -2.9 | -4.0 | -18.3 | 4.2 | 3.1 | 9.8 | 32.0
COc1ccc(OC)c(CCNC(=O)CCCC(=O)n2ncc3cc(C)ccc32)c1 | 3.0 | 1.9 | 99.6 | 4.5 | 10.6 | -0.5 | 0.9 | -0.3 | -1.2 | -12.9 | 9.5
Nc1nnc2c(n1)CCCC2 | -8.4 | -4.5 | 100.2 | -12.1 | . | 1.6 | 1.0 | -5.8 | -4.5 | 2.7 | 7.4
CC(C)C(NC(=O)CCNC(=O)c1ccccc1Cl)c1nc2ccccc2[nH]1 (centres undefined) | 8.2 | 4.0 | 103.4 | 1.2 | 20.3 | -2.1 | -30.3 | 0.1 | 0.2 | -2.9 | -5.1
Cc1cccc(/C=C2\Sc3ccc(C(=O)N4CCC(C(N)=O)CC4)cc3N(C)C2=O)c1 | 1.6 | 0.4 | 117.7 | -3.8 | -4.5 | -0.3 | 199.4 | 2.5 | 3.9 | 3.8 | 5.8
CCN(CC)C(C(=O)Nc1ccc(C(C)C)cc1)c1ccc2c(c1)OCO2 (centres undefined) | -33.0 | 0.4 | 85.4 | -11.4 | . | 6.1 | 179.9 | 0.1 | 0.9 | 0.3 | -7.6
O=C(Nc1cccc(S(=O)(=O)NC2=NCCC2)c1)c1ccccc1OC(F)F | 11.8 | -0.1 | 105.4 | -1.6 | . | -1.9 | -2.1 | -1.1 | 2.5 | -6.8 | -10.0
CCc1ccc(OCC(=O)NC(=S)Nc2cccc(CO)c2)c(Br)c1 | -28.0 | -0.1 | 103.8 | 4.5 | -106.8 | 4.9 | 1.8 | -2.5 | 2.3 | 1.3 | 12.4
C=CCn1c(SCC(=O)NC2CCCC2)nnc1-c1cccnc1 | 17.4 | 0.6 | 107.6 | 1.5 | 16.1 | -4.3 | -7.3 | 2.3 | 2.9 | -2.1 | 1.4
COCCN1Cc2cccc(C(=O)Nc3ccc4c(c3)OCCO4)c2C1=O | 17.4 | 0.3 | 106.6 | -2.8 | -27.4 | -3.4 | -3.9 | 1.3 | 3.3 | 6.9 | 2.5
Cc1cccc(NC(=O)CSc2nc3ccc(N4C(=O)c5ccccc5C4=O)cc3s2)c1C | 7.8 | -1.2 | 100.5 | 2.4 | . | -1.4 | -12.2 | 1.6 | 1.8 | 9.7 | 4.3
O=C(NS(=O)(=O)N1CCOCC1)C1=C(N2CCCC2)COC1=O | 10.7 | -0.4 | 100.9 | -5.0 | 20.8 | -1.9 | -30.7 | -0.1 | 3.4 | 1.1 | -2.2
Cc1ccc2c(C)c(C(=O)N(Cc3ccc(F)cc3)C3CCS(=O)(=O)C3)oc2c1 (centres undefined) | -39.7 | 1.0 | 90.5 | -9.9 | -22.6 | 7.5 | 18.4 | 3.0 | -0.6 | 8.4 | 43.2
COc1ccc(F)cc1C(=O)C1CCCN(C(=O)c2cccc(N(C)C)c2)C1 (centres undefined) | -0.1 | 0.3 | 94.0 | -1.0 | -38.6 | 0.0 | -7.1 | 4.0 | -1.8 | 4.3 | -5.9
COc1ccc(Cl)cc1NC(=O)CN(C)C(=O)c1ccc(OCc2ccccc2)c(OC)c1 | -7.9 | -0.9 | 100.4 | -3.4 | -7.2 | 1.6 | -7.4 | -0.3 | 2.4 | 0.5 | 6.3
CC(C)(C)OC(=O)N1Cc2ccccc2C[C@H]1C(=O)NCC(=O)NC1CCCCC1 | 11.7 | -1.1 | 100.4 | 0.0 | -12.8 | -2.4 | -16.0 | 0.2 | 4.3 | -6.0 | 3.9
CCC(Cc1ccccc1)NS(=O)(=O)c1ccc2c(c1)NC(=O)C(C)S2 (centres undefined) | -57.3 | -0.3 | 86.7 | 2.9 | 19.7 | 11.1 | 26.1 | 2.0 | 3.9 | 10.0 | -7.9
O=C(NCCO)C(=O)Nc1cc2c3c(c1)CCN3C(=O)CC2 | 12.8 | 2.2 | 88.8 | -6.0 | -15.7 | -2.5 | 16.6 | 3.7 | -0.2 | 0.1 | 32.7
COc1ccccc1CNCc1cc(=O)oc2c(C)c(C)ccc12 | 6.5 | 1.0 | 102.9 | 1.1 | -1.6 | -1.2 | -6.7 | -0.2 | -1.9 | 2.4 | 50.2
CCOC(=O)c1sc(NC(=O)C2CC=CCC2C(=O)O)nc1C (centres undefined) | 6.4 | -0.2 | 107.8 | -14.9 | -3.0 | -1.1 | 65.6 | 2.7 | 1.8 | 10.1 | -4.4
O=C(NC1CC1)C1CCN(C2CCN(C(=O)/C=C/c3ccc(F)cc3)CC2)CC1 | 4.9 | -1.9 | 113.7 | -6.2 | 20.4 | -1.0 | -1.8 | 0.0 | 4.4 | 2.4 | -10.9

Reformatted: results already given.
SMILES	OPRM1-OPRD1 inv	E coli growth	Pemphigus Ab inh	PKA-R1A activ	PfHsp90 set2	OPRM1-OPRD1 ag	Mot1-301 SUMO	AddAB inh	phage Ecoli inh	Tat export inh	Arrestin-AP2 inh
COc1ccc(F)cc1C(=O)C1CCCN(C(=O)c2cccc(N(C)C)c2)C1 (centres undefined)	-0.1	0.3	94.0	-1.0	-38.6	0.0	-7.1	4.0	-1.8	4.3	-5.9
COc1ccc(Cl)cc1NC(=O)CN(C)C(=O)c1ccc(OCc2ccccc2)c(OC)c1	-7.9	-0.9	100.4	-3.4	-7.2	1.6	-7.4	-0.3	2.4	0.5	6.3

Bioassay records deposited in PubChem BioAssay by several laboratories.

No enrichment for hits, and some 2.8% of all compounds hit somewhere here.
